# Source: PubChem BioAssay (Fisher Drug Discovery Resource Center)
# mcGAS MS inh: inhibitors of mouse cGAS; recombinant mouse cGAS, cGAMP by RapidFire MS; inhibition, % at 12.5 µM; AID 1259397; actives 0.18% (n = 130,000); Q8C6L5;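 active = inhibition of cGAS enzyme activity at or above 60%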;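 also: enzyme stimulated by 45 bp dsDNA with ATP and GTP substrates; cGAMP share of summed cGAMP plus half ATP and half GTP signals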
# Target sequence (Q8C6L5 whole entry, looked up): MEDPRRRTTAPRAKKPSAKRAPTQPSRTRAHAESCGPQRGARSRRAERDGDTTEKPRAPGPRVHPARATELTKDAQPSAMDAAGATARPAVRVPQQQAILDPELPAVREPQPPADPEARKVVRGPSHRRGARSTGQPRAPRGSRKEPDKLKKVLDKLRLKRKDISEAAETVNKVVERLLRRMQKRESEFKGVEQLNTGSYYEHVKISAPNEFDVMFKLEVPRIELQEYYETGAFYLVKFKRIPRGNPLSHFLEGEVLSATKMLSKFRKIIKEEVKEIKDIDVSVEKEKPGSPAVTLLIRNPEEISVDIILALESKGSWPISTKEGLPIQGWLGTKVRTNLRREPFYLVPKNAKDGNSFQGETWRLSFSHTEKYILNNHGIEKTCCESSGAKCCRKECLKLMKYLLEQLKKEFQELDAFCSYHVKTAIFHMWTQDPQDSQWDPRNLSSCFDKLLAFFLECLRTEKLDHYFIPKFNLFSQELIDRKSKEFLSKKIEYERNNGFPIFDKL
# The depositor's hits bear a star; & = joins results of further samples. The list is partial; rates above refer to the full screens.
SMILES,mcGAS MS inh
c1ccc(-n2nc(SCc3nc4ccccc4o3)nc2C2CC2)cc1,-2.3
O=C(Nc1nc(-c2ccccc2)cs1)OCC(F)(F)F,-14.2
O=C(O)CN1C(=O)C2CC=CCC2C1=O (stereo unspecified),17.2
COc1ccc(-c2n[nH]c(C)c2-c2ccccc2)c(O)c1C,-10.2
COc1ccc(C23CC4CC(CC(C(=O)O)(C4)C2)C3)c(F)c1,-5.8&2.0
O=C1N=C(c2ccccc2)OC1=Cc1ccccc1,6.3
COCC(=O)Nc1cccc(-c2ccc(O)cc2)c1,-6.2
CC1(C)C2CCC1(CS(=O)(=O)N1CCOC(c3ccc(F)cc3)C1)C(=O)C2 (stereo unspecified),-5.6
CC(=O)CCc1ccc(OC(C)C(=O)N2CCCC(N(C)C)C2)cc1 (stereo unspecified),-10.9
Cc1ccc(-n2ncc3c(=O)n(NC(=O)Cc4ccc([N+](=O)[O-])cc4)cnc32)cc1C,-4.1
COC(C(=O)Nc1ccnn1C1CCN(C(=O)c2cc(C)oc2C)CC1)c1ccccc1 (stereo unspecified),-8.0
O=C(CCC1CCCN(C(=O)c2n[nH]c3c2CCC3)C1)N1CCN(c2ccccn2)CC1 (stereo unspecified),-13.1
O=C(CSc1nnc(SCC(=O)c2ccc[nH]2)s1)c1ccc[nH]1,-2.9
O=C(O)C1CC(=O)N(Cc2ccc3c(c2)OCO3)C(=Nc2ccc(Cl)cc2)S1 (stereo unspecified),-6.9
CCC(=O)N(CCC(c1ccccc1)C1CCOC(C)(C)C1)Cc1ccccc1 (stereo unspecified),-2.9
CCCC(C)(C)C(=O)N1CCC1(C)C(=O)NS(=O)(=O)c1cccc(Cl)c1 (stereo unspecified),-6.1
Cc1nnc(SCC(=O)N2CCc3c([nH]c4ccccc34)C2c2ccccc2C)s1 (stereo unspecified),-8.4
Cn1ccnc1C1CCCCN1C(=O)CCc1nnc(CCCc2ccccc2)o1 (stereo unspecified),-7.1
Cc1ncc(CN(C)C(C)C(=O)OC(C)(C)C)s1 (stereo unspecified),-4.4
CCCN1CCN(Cc2ccc(C(=O)NC34CC5CC(CC(C5)C3)C4)c(=O)[nH]2)CC1,-7.6

# 4 entries from above, with each value named:
> COCC(=O)Nc1cccc(-c2ccc(O)cc2)c1
  mcGAS MS inh: -6.2
> CC1(C)C2CCC1(CS(=O)(=O)N1CCOC(c3ccc(F)cc3)C1)C(=O)C2 (stereo unspecified)
  mcGAS MS inh: -5.6
> CC(=O)CCc1ccc(OC(C)C(=O)N2CCCC(N(C)C)C2)cc1 (stereo unspecified)
  mcGAS MS inh: -10.9
> Cc1ccc(-n2ncc3c(=O)n(NC(=O)Cc4ccc([N+](=O)[O-])cc4)cnc32)cc1C
  mcGAS MS inh: -4.1

# 2 records drawn at random from the list so far:
SMILES,mcGAS MS inh
O=C(O)CN1C(=O)C2CC=CCC2C1=O (stereo unspecified),17.2
CCC(=O)N(CCC(c1ccccc1)C1CCOC(C)(C)C1)Cc1ccccc1 (stereo unspecified),-2.9

# (next part)
SMILES,mcGAS MS inh
COc1ccc(C(NC(=O)C2CCN(CCOc3ccccc3)CC2)c2ccccc2C)cn1 (stereo unspecified),-1.8
CC(C)n1cnnc1CN(C)C(=O)C1CC2(CCNCC2)CN1 (stereo unspecified),-18.6
CC[C@@]1(O)C(=O)OCc2c1cc1n(c2=O)Cc2cc3c(CN(C)C)c(O)ccc3nc2-1,-7.2&-4.5&-0.4
Cc1ccc(C(=O)NCC2CCN(Cc3nc4ccccc4[nH]3)C2)cn1 (stereo unspecified),-9.2
CC1CN(CC(=O)NCCNC(=O)CN2CC(C)OC(C)C2)CC(C)O1 (stereo unspecified),-9.6
Cc1ccc(C2(O)CCN(Cc3cccnc3OCC(F)(F)F)CC2)nc1,-20.7
C=C(C)Cn1c(SCCCCC)nc2c1c(=O)[nH]c(=O)n2C,-0.1
COc1cn2c(cc1=O)C(=O)N(CCNC(=O)c1cccc(C)c1)CC2,-9.7
Cc1[nH]c2ccc(S(N)(=O)=O)cc2c1C,-4.4
Cc1ccc(CN(C)C(=O)c2cc(F)ccc2Br)c(C)c1,-3.1
NC(=O)NC(=O)CCN1CCN(CC(F)(F)F)CC1,-0.6
CCNC(=O)NC(=O)Cn1cnc2c1c(=O)n(C)c(=O)n2C,-2.4
Cc1ccc(-n2ncc3c(=O)n(NC(=O)Cc4ccc(Cl)cc4)cnc32)cc1C,-4.3
CCOc1ccc(-c2nnn(CN3CCc4sccc4C3)n2)cc1,-0.4
CNc1cncc(-c2ccc(C(=O)N3CCOCC3)cc2)n1,-2.7
COc1ccc(SCCC(=O)N2CCC3(CC2)CCN(Cc2ccccc2)C3=O)cc1,0.1
CC=Cc1cc(C(=O)NNC(=O)CSc2ccc(Cl)cc2)cc(OC)c1OC,-5.0
Cc1noc(C)c1C(=O)NC1CCCc2nc(-c3ccccc3)ncc21 (stereo unspecified),-4.8
Cc1nnc(SCC(=O)c2cc(C)n(Cc3ccco3)c2C)s1,-6.1
O=C(NC1CCSc2ccccc21)c1cc(C2CC2)[nH]n1 (stereo unspecified),-4.2
Cc1csc(NC(=O)CSc2nc(-c3ccc(F)cc3)nc3c2c(=O)n(C)c(=O)n3C)n1,4.5
CC1CCCC(NC(=O)/C=C/c2c(F)cccc2Cl)C1C (stereo unspecified),-3.0
CC(C)(O)C#Cc1ccc(C(=O)NCc2csc(-c3ccccc3)n2)o1,-22.3
Cc1nc2cc(OCc3cc(C(=O)NCCC4=CCCCC4)no3)ccc2s1,-1.1
O=C(CSc1ncnc2sc3c(c12)CCC3)NC1CCCCC1,-2.9
CS(=O)(=O)Oc1ccc(/C=C2/C(=N)N3N=C(Cc4ccccc4)SC3=NC2=O)cc1Cl,20.8
CN(C)C=Nc1nc2ccccc2nc1N1CCOCC1,-20.5
COCCn1c(C)cc(O)c(C(c2ccc(F)cc2)N2CCN(c3ccccc3)CC2)c1=O (stereo unspecified),-7.7
O=C(O)c1[nH]ncc1CN1CCCC1c1ccccn1 (stereo unspecified),-8.4
Cc1nc2c(C)cccn2c(=O)c1NC(=O)c1cc(Cl)ccc1Cl,-12.4
CCN(CC)Cc1cnc2c(C(=O)N3Cc4ccccc4C3)cnn2c1,6.8
CN(Cc1n[nH]c2c1CCCCC2)S(=O)(=O)NCc1ccccc1,-20.6
COc1ccc2cc(-c3nc4ccccc4[nH]3)c(=Nc3cccc(C#N)c3)oc2c1,-10.2
Cc1ccc(F)c(CN2CCC3(CCNCC3)C2)c1Cl,-8.7
CCN(CC)C(=O)C1CCN(C(=O)CC2C(=O)NCCN2Cc2cccc(F)c2F)CC1 (stereo unspecified),-3.7
CNC(=O)Nc1ccccc1Nc1ccc(Cl)cc1,-6.2
COc1ccc2cc1Oc1ccc(cc1)C[C@H]1c3c(cc4c(c3Oc3cc5c(cc3OC)CCN(C)[C@@H]5C2)OCO4)CCN1C,-17.5
O=C(Cn1cnc2ccccc2c1=O)Nc1nc2c(s1)CCCCC2,-10.5
CCOC(=O)c1ccc(NC(=O)CSc2ccc(-c3sc(-c4cccnc4)nc3C)nn2)cc1,-6.4
N#Cc1ccc(-n2ncc3c2CCN(C(=O)c2cccc4[nH]ccc24)C3)cc1,-7.4
N#Cc1cc(C(=O)c2cc(Br)ccc2O)cn(-c2ccccc2Cl)c1=O,-3.1
FC(F)(F)c1cnc(Sc2nnc3ccccn23)c(Cl)c1,0.3
Cc1cnc2n(c1=O)C(CC(=O)NCc1ccco1)CS2 (stereo unspecified),-4.9
FC(F)(F)C1CCN(Cc2cc3n(n2)CCNC3)CC1,-5.4
O=C1OCC=C1OC(=O)c1ccccc1F,-0.7
COCCn1c(C)cc(O)c(C(c2ccc(SC)cc2)N2CCN(c3ccccc3F)CC2)c1=O (stereo unspecified),7.8
CCOC(=O)Cc1nnc(Nc2cccc(C)c2)c2ccccc12,5.3
CC(C)c1nc(SCc2ccc(C(N)=O)cc2)n[nH]1,-4.4
Cc1c(Cl)c([N+](=O)[O-])nn1CC(=O)Nc1sc2c(c1C(N)=O)CCC(C)C2 (stereo unspecified),-5.0
O=C(CN1CCCC1=O)Nc1cccc(OCCOc2ccccc2)c1,-8.7
Cc1ncsc1CCS(=O)(=O)Cc1cccc2ccccc12,-5.3
O=C(NN1CCN(Cc2ccccc2)CC1)c1ccc(Cl)cc1,-5.2
O=c1cnc2ccccc2n1CCOc1ccc(Br)cc1,-3.7
CSC1CCC(NC(=O)NC2CCN(c3cccc(C)n3)CC2)C1 (stereo unspecified),3.2
Cc1ccn(-c2ccc(N3CCCC(CCO)C3)nn2)n1 (stereo unspecified),10.7
O=C(CN1CCN(CC(=O)N2CCCC2)CC1)Nc1cc(F)cc(F)c1,-0.6
O=C(NC1CCCc2ccccc21)C1CSCCS1 (stereo unspecified),-1.9
N#CCOc1cccc(NC(=O)N2CCc3sccc3C2)c1,-13.2
CCCNC(=O)C(C)N1CC2CN3CCCCC3C2C1 (stereo unspecified),-6.9
Cn1c(=NN=C2CC3C=CCC23)sc2ccccc21 (stereo unspecified),-3.0
# Carrying on.
SMILES,mcGAS MS inh
CSc1cccc(NC(=O)C23CCC(=O)N2c2ccccc2C(=O)N3Cc2ccccc2)c1 (stereo unspecified),-9.1
COc1cccc(COC(C)C(=O)Nc2cccc3cn[nH]c23)c1 (stereo unspecified),-17.9
CN1CCCc2cc(C(CN)N3CCOCC3)ccc21 (stereo unspecified),-32.6
Cn1c(COc2ccccc2Cl)nnc1SCC(=O)c1ccc(NC(=O)C(C)(C)C)cc1,-6.6
CCCS(=O)(=O)c1ccccc1C(=O)N(C)C1CCCCCCC1,0.4
COc1cccc(N2CCN(S(=O)(=O)NCc3ccccc3)C(C)C2=O)c1 (stereo unspecified),-2.8
O=C1CCCN1C1CCCN(Cc2ccccc2-c2ccccc2)C1 (stereo unspecified),3.6
CC(=O)N1C=C(C)C2C=C([N+](=O)[O-])C=C(OCc3ccccc3)C21 (stereo unspecified),-4.6
O=C1CNC(=S)N1C1CCCCC1,-5.5
CCC(C)Sc1nc2c(c(=O)[nH]c(=O)n2C)n1Cc1ccccc1Cl (stereo unspecified),-3.6
O=C(CN1CCc2sccc2C1C1CC1)N1CCN(c2ccccn2)CC1 (stereo unspecified),-3.7
FC(F)(F)c1nnc2ccc(Oc3cccnc3)nn12,-2.4
O=C(NCCCn1nc(-c2ccco2)ccc1=O)c1ccc(C(F)(F)F)cc1,7.9
CCOc1ccc(-c2csc(N/N=C\c3ccc(OC)c(OC)c3)n2)cc1,-3.0
Cn1ccnc1CN(CCn1c(=O)oc2ccccc21)C1CC1,-7.8
COc1cccc(-c2nc(C=Nc3cccc(F)c3)c(O)o2)c1,-5.2
Cc1ccc(-c2csc(NC(=O)c3ccco3)n2)cc1[N+](=O)[O-],-1.2
COC(=O)C1C2CCC(C2)C1NC(=O)c1ccc[nH]1 (stereo unspecified),5.6
C=CCn1cc(/C=N\N2C(=O)C3C4C=CC(C4)C3C2=O)c2ccccc21 (stereo unspecified),3.5
COC(=O)[C@@H]1C[C@@H](OCc2ccccc2)CN1C(=O)c1ccc(-c2cc(C(F)(F)F)nn2C)s1,0.8

# Two entries from above, set out differently:
Compound	mcGAS MS inh
CSc1cccc(NC(=O)C23CCC(=O)N2c2ccccc2C(=O)N3Cc2ccccc2)c1 (stereo unspecified)	-9.1
COc1cccc(COC(C)C(=O)Nc2cccc3cn[nH]c23)c1 (stereo unspecified)	-17.9

# More compounds follow:
SMILES,mcGAS MS inh
COc1ccc([C@H]2[C@@H](C#N)[C@H](C#N)N3CCCN23)cc1,1.0
COc1cc(Oc2ccccc2)ccc1N,-13.1
CCOC1CC(N=C2NS(=O)(=O)c3ccccc32)C12CCC2 (stereo unspecified),-10.3
CCN(Cc1ccncc1)C(=O)CC1C(=O)NCCN1Cc1cccs1 (stereo unspecified),-9.2
Cc1cc(C(=O)Nc2ncn(Cc3ccc(C#N)cc3)n2)n[nH]1,-8.2
CC1CCN(C2=CC(=O)OC23CCCCC3)CC1,1.5
Cc1ccc(OC(C)C(=O)OCc2ccc(C#N)cc2)cc1 (stereo unspecified),-6.1
Fc1ccc(C2CC(c3ccccc3)=Nc3nc(C(F)(F)F)nn32)cc1F (stereo unspecified),-0.2
CC1=C(C(=O)NC2CC(=O)N(Cc3cccc4ccccc34)C2)OCCO1 (stereo unspecified),2.1
CCc1cnc(CN(C)C2CCN(C3CC(C)OC3=O)C2)o1 (stereo unspecified),-6.0
O=[N+]([O-])c1ccc(Nc2nc(N3CCOCC3)nc(N3CCOCC3)n2)cc1,-5.0
O=C(NCc1cccnc1N1CCc2ccccc2C1)c1cnccn1,-2.5
C=C1COC(NC(=O)OC)(C(=O)OCC)C1 (stereo unspecified),-3.2
COc1cc2c(cc1CNc1cc(C3CCNCC3)ncn1)OCCO2,-2.6
COc1ccc(-n2c(CSc3ncccn3)nnc2SCC(=O)NO)cc1,-0.9
Cc1nc2nc(C(F)(F)F)nn2c(C)c1CC(=O)O,-5.6
N#CCCN(Cc1ccco1)Cc1noc2c1CCCC2,1.1
NC(=O)c1ccc(N2CCN(Cc3ncc(-c4ccc(Cl)cc4)o3)CC2)nc1,-1.7
COc1ccc(CNC(=O)CCC2CCCN(C(=O)c3cn4ccccc4n3)C2)c(OC)c1 (stereo unspecified),-8.7
O=S(=O)(Nc1cccc(-n2cccn2)c1)c1ccccc1Br,-5.4
COCc1cc(CN2CCCC(C(=O)Nc3ccc(-c4ccco4)cc3)C2)ccc1OC (stereo unspecified),-1.6
CCOc1ccccc1-n1c(=O)[nH]c2c(C(N)=O)nc(CC)nc21,-2.8
Cc1ccccc1-n1cnn(CN2CCN(c3ccc(F)cc3)CC2)c1=S,-9.7
Cc1ccc2[nH]cc(-c3ccc(CN)s3)c2c1,-8.9
CN(Cc1ccco1)S(=O)(=O)c1ccccc1F,-6.1
CC(NC(=O)c1cc2ccccc2c(=O)[nH]1)c1ccccc1 (stereo unspecified),-9.8
COc1ccc(NC(=O)c2sc(=O)n(Cc3ccc(OC(F)(F)F)cc3)c2C)cc1,-3.0
CCCn1c(=O)c2c(nc3n2CCN3c2cc(C)ccc2C)n(C)c1=O,-2.2
Cc1nc(OCC(C)C)c2sc3nc4c(cc3c2n1)COC(C)(C)C4,-36.1
